HT1080 IDH1KD tx – qHTS for induction of synthetic lethality in tumor cells producing 2HG: qHTS for the HT-1080-IDH1KD cell line; HT-1080 IDH1 knockdown viability, ATP luminescence, 48 h; Potency, µM (series often up to 46.1 µM), inactives show at the highest dose activity, negative = toxicity, actives largely listed as cytotoxic; 360,000 compounds, 2% hits; AID 686971, 2013;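 note: potency is the fitted concentration of half-maximal effect; 0% = DMSO wells and -100% = cell-free medium wells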
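After a 2 h attachment period, IDH1KD HT-1080 cells took pin-transferred compound for 48 h at 37 °C; ATP-based luminescence after 10 min room-temperature reagent incubation reported viability.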
IL1B secr inh – qHTS for Inhibitors of Inflammasome Signaling: IL-1-beta AlphaLISA Primary Screen; THP-1 LPS/ATP IL-1B secretion, AlphaLISA, 16 h; hits give low values; activity change, % at 57.5 µM; 360,000 compounds, 4.7% hits; in the data active = activity change below about -50%; inconclusive = mostly about -30% to -49%; note: % is set by controls: 0 for no effect and ±100 for the full control effect
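THP-1 cells pretreated 1 hr with compounds (up to 57.5 uM final), then stimulated with LPS (250 ng/mL final) plus ATP (1.25 mM final); secreted IL-1B measured by AlphaLISA after 16 hr, decreased signal indicating inhibition.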
D3 ag – qHTS of D3 Dopamine Receptor Agonist: qHTS | AID 652048, 2013 | D(3) dopamine receptor (Homo sapiens), P35462 | 410,000 compounds, 0.58% hits | D3R DiscoveRx beta-arrestin cells, luminescence, 90 min | max activation, %; in the data active = max activation above about 30%; note: 0% is about no effect; mostly tested at two doses, the higher about 12 µM
Target sequence (P35462 whole entry, looked up): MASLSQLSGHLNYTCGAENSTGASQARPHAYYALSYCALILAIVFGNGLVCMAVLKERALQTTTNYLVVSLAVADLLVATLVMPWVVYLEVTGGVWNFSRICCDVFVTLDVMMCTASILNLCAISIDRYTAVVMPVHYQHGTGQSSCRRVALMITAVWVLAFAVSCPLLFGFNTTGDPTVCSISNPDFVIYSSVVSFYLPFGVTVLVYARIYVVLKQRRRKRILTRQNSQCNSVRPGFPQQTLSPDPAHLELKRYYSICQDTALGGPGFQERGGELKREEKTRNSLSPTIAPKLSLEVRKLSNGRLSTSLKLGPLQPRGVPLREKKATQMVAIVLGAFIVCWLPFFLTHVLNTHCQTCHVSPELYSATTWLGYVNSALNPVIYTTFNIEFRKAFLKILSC
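Cells at 1500/well, incubated overnight, then treated with pinned compounds (dopamine as control) for 90 min at 37 degrees C. DiscoveRx reagent added for 30 - 60 minutes at room temperature; luminescence read.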
KB-V1 cytotox – qHTS assay for MDR1-selective chemotherapeutics: Primary screen using the drug-selected MDR subline cells KB-V1. KB-V1 MDR cells viability, CellTiter-Glo, 72 h. Potency, µM (doses to about 46.1 µM), without a hit: at the top dose activity change, negative = cytotoxicity, actives largely listed as cytotoxic. 400,000 compounds, 3.4% hits. AID 1347076, 2019; note: potency is the fitted concentration of half-maximal effect; % is set by controls: 0 for no effect and ±100 for the full control effect; nearly all actives have a fitted effect of over 60% in size
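In this primary screen, KB-V1 cells overexpressing P-gp are incubated with library compounds (lowest to highest concentration) for 72 h at 37 degrees C before a luminescent ATP viability read.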
D3 antag – qHTS of D3 Dopamine Receptor Antagonist: qHTS; D3R cells, DiscoveRx beta-arrestin luminescence, antagonist mode; hits give low values; D(3) dopamine receptor (Homo sapiens), P35462; max response, negative = inhibition, %; 360,000 compounds, 2.5% hits; in the data active = max response below about -50%; inconclusive = no clear call, values can overlap the other calls; note: % is set by controls: 0 for no effect and ±100 for the full control effect; mostly tested at two doses, the higher about 12 µM
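Cells plated overnight at 1500 cells/well, then exposed to library compounds with dopamine controls for 90 minutes at 37 degrees C. DiscoveRx reagent added for 30–60 minutes at room temperature; luminescence read, quantitative HTS format.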
HT1080NT lethal – qHTS for induction of synthetic lethality in tumor cells producing 2HG: qHTS for the HT-1080-NT fibrosarcoma cell line; 360,000 compounds, 1.6% hits; HT-1080-NT fibrosarcoma viability, CellTiter-Glo ATP luminescence, 48 h; Potency, µM (doses to about 46.1 µM), without a hit: at the highest dose activity, negative = less viability, hits mostly cytotoxic;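 note: NT is the 2HG producing partner of a matched IDH1 knockdown line; potency is the fitted concentration of half-maximal effect; 0% = DMSO-treated cells and -100% = media-only wells without cells; nearly all actives have a fitted effect of over 55% in size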
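Luminescent CellTiter-Glo readout after 48 hours of compound exposure at 37 degrees C defined viability of HT-1080-NT cells. Activity was normalized to DMSO wells and cell-free media wells; concentration-response curves were fitted and assigned curve classes.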
GLP1R ag – qHTS of GLP-1 Receptor Agonists; Glucagon-like peptide 1 receptor (Homo sapiens), P43220; HEK293 GLP-1R CRE-luciferase, luminescence, 4-6 h; cells express a hypersensitive GLP-1R form; Potency, µM (highest dose often 45.6 µM), inactives show at the highest dose activation, usual class: activators; 380,000 compounds, 0.007% hits; AID 624172, 2012; note: potency is the fitted concentration of half-maximal effect; % of control where 0% means no effect
Target sequence (P43220 whole entry, looked up): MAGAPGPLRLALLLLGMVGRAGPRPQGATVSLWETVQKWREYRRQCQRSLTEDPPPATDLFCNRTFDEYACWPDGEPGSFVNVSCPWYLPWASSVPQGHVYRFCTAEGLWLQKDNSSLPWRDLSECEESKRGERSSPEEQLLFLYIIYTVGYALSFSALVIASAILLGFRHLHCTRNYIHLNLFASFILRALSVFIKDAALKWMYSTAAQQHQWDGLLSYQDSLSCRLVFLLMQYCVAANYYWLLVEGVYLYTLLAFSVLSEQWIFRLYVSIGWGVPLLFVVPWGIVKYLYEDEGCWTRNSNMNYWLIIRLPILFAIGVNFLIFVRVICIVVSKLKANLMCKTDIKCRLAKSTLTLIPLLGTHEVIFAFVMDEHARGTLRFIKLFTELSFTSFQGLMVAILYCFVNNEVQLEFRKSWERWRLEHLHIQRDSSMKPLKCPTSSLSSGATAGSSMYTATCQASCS
SW480 rereplic – A quantitative high throughput screen for small molecules that induce DNA re-replication in SW480 colon adenocarcinoma cells; 340,000 compounds, 1.8% hits; SW480 DNA re-replication, Hoechst DNA content imaging, 48 h; Potency, µM (series often up to 46.1 µM), for inactives: at the highest dose re-replication activation, usual class: activators; AID 624297, 2012; note: potency is the fitted concentration of half-maximal effect; % of control where 0% means no effect; nearly all actives have a fitted effect of over 55% in size
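Hoechst fluorescence of nuclei (405 nm excitation, 500-530 nm emission) measured by plate-scanning imager after 48 hr compound exposure at 37 C; re-replication scored as increased number of nuclei with elevated intensity.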
KB-3-1 cytotox – qHTS assay for MDR1-selective chemotherapeutics: Primary screen using the parental adenocarcinoma cell KB-3-1 | 400,000 compounds, 1.4% hits | KB-3-1 viability, CellTiter-Glo ATP luminescence, 72 h | Potency, µM (doses to about 46.1 µM), inactives show at the highest dose activity change, negative = cytotoxic, hits mostly cytotoxic; note: potency is the fitted concentration of half-maximal effect; % is set by controls: 0 for no effect and ±100 for the full control effect; nearly all actives have a fitted effect of over 60% in size
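Parental KB-3-1 adenocarcinoma cells in phenol-red-free DMEM with 10% FBS were pin-treated with compounds at several concentrations, incubated 72 h at 37 °C, and viability read by CellTiter-Glo luminescence; concentration-effect curves were fitted after normalization.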
* hit, by the source's call; ? = inconclusive; nt = not tested or not shown; [ ] = remark or other dose. Unless noted, calls come from the whole dose curve; as a rule, active = well fitted curve in the direction sought with a large enough effect; inconclusive = small, poorly fitted or top-dose-only effect, or another doubt; inactive = no such curve, though single readings can be large; an effect the other way counts as inactive or inconclusive.

SMILES	HT1080 IDH1KD tx	IL1B secr inh	D3 ag	KB-V1 cytotox	D3 antag	HT1080NT lethal	GLP1R ag	SW480 rereplic	KB-3-1 cytotox
Cc1ccc(C2CC(=O)NC(SCc3ccccc3)=C2C#N)cc1 (stereo not drawn)	-9.1%	0.0	10.6	0.0%	-24.5	-2.9%	6.2%	-0.1%	-9.2%
CN(C(=O)c1cc(COc2c(F)cccc2F)on1)C1CCOC1 (stereo not drawn)	10.1%	-4.2	1.0	-4.2%	-0.9	13.7%	-0.7%	1.3%	9.9%
O=C1CC(c2ccc3c(c2)OCCO3)Oc2ccc([N+](=O)[O-])cc21 (stereo not drawn)	0.0%	-68.5*	-8.1	?	?	?	-7.8%	-4.2%	?
COc1cc(C(=O)N2CCN(c3ccccc3O)CC2)ccc1OCC(=O)N1CCOCC1	7.2%	0.6	2.5	?	-1.2	4.0%	-1.3%	-6.8%	8.8%
CCOC(=O)CSc1nc2ccccc2c(=O)n1CCCCCC(=O)NCc1ccco1	8.7%	33.8	1.2	?	17.6	10.7%	-0.6%	-21.7%	13.3%
CCN(CC)c1ccc(/C=N/Nc2nc(C)cc(C)n2)cc1	-9.2%	23.1	-2.5	0.0%	-6.6	-5.6%	9.6%	18.4µM*	-3.1%
CCCNC(=O)C1(C)CCN(C(=O)c2ccc(C)c(F)c2)C1 (stereo not drawn)	14.1%	-11.0	3.0	1.5%	37.7	?	-4.0%	nt	0.0%
Cc1ccc(S(=O)(=O)N2CCC[C@H]2C(=O)OCC(=O)N2CCc3ccccc32)cc1	11.1%	-6.5	-11.3	9.2%	-12.8	14.0%	-0.5%	-5.6%	1.0%
COc1ccc(OC)c(NC(=O)/C=C/c2ccc(S(=O)(=O)N3CCOCC3)cc2)c1	0.6%	-1.2	-6.3	0.0%	?	-2.8%	6.2%	-2.4%	8.3%
Cc1ccc(NC2CC(=O)N(c3ccc(N4CCCCC4)cc3)C2=O)cc1 (stereo not drawn)	5.6%	14.6	9.0	1.6%	9.9	6.0%	1.7%	0.5%	-1.0%

Overlap with the part before: 2 compounds, then new ones.
SMILES	HT1080 IDH1KD tx	IL1B secr inh	D3 ag	KB-V1 cytotox	D3 antag	HT1080NT lethal	GLP1R ag	SW480 rereplic	KB-3-1 cytotox
COc1ccc(OC)c(NC(=O)/C=C/c2ccc(S(=O)(=O)N3CCOCC3)cc2)c1	0.6%	-1.2	-6.3	0.0%	?	-2.8%	6.2%	-2.4%	8.3%
Cc1ccc(NC2CC(=O)N(c3ccc(N4CCCCC4)cc3)C2=O)cc1 (stereo not drawn)	5.6%	14.6	9.0	1.6%	9.9	6.0%	1.7%	0.5%	-1.0%
Cc1cccc(C)c1NC(=O)CNC(=O)c1ccc(N2CCCC2=O)cc1	3.8%	-7.4	1.3	0.0%	6.9	8.7%	-6.6%	22.6%	11.4%
O=C(Nc1ccc2c(c1)OCO2)c1ccc2nc[nH]c2c1	-5.9%	-17.4	10.2	-19.4%	-9.6	-8.5%	2.5%	0.1%	-0.1%
O=C(CCc1c[nH]c2ccccc12)Nc1ccc(S(=O)(=O)Nc2ncccn2)cc1	7.3%	24.8	6.1	0.7%	3.2	0.8%	-0.1%	-11.4%	25.6%
O=C(Nc1ccccc1C(=O)N1CCOCC1)c1cc2ccccc2o1	-1.6%	12.4	4.7	-16.6%	-15.4	-1.7%	2.7%	?	-21.5%
NC1=NC(c2ccc(Cl)cc2)C(C(=O)c2ccccc2)N1 (stereo not drawn)	14.6µM*	100.1	-1.6	13.4%	-5.7	18.4µM*	4.7%	?	?
C/C(=N\N=C(/N)SC1CC(=O)N(c2ccc(Cl)c(Cl)c2)C1=O)c1cccs1 (stereo not drawn)	7.3%[9.24 µM]	?	-0.8	-8.5%	-5.5	?	4.3%	-1.2%	-6.2%
Cn1ccc(NC(=O)c2ccc(Cl)cc2Cl)n1	7.3%	-13.9	-10.0	0.0%	7.9	6.2%	-4.6%	-17.0%	?
Cc1c(C(=O)NC(C)C)sc2ncn(CC(=O)N3CCC(C)CC3)c(=O)c12	0.0%	3.3	3.0	12.5%	8.2	8.8%	-13.9%	-0.2%	19.4%
O[C@@H]1CN(CC2CCCCC2)[C@@H](c2ccccc2)C[C@H]1n1cc(-c2ccc(F)cc2)nn1	?	-2.0	5.2	0.0%	10.3	?	-0.7%	nt	16.4µM*
Cc1ccnc(NC(=O)CCNS(=O)(=O)c2ccc(C)c(C)c2)c1	-5.5%	11.5	-1.7	-10.0%	-5.7	-11.6%	-1.3%	27.8%	?
CS(=O)(=O)c1ccc(Nc2nc(C(N)CCc3ccccc3)cs2)cc1 (stereo not drawn)	?	-2.1	0.4	5.4%	3.7	?	9.5%	nt	0.0%
O=C(N/N=C/c1ccccc1OCc1ccccc1Cl)c1cccnc1	-2.1%	48.6	11.1	0.0%	27.4	?	21.5%	?	-4.6%
Cc1cc(C)n(/N=C/c2ccccc2O)c(=O)c1	2.6%	-0.3	6.8	4.5%	3.1	9.9%	2.1%	-14.2%	-8.7%
CCCCC(=O)Nc1c2c(nn1-c1cccc(C)c1C)CS(=O)(=O)C2	-0.3%	5.7	0.1	-15.0%	-3.5	0.2%	-2.0%	-17.8%	-22.9%
O=C(Nc1ccc(NC(=O)c2ccc3c(c2)OCCO3)cc1)c1ccccc1	?	30.3	1.4	?	2.6	16.4µM*	1.8%	18.3%	-11.9%
Cc1nn(Cc2cccc(C(N)=O)c2)c(C)c1Br	-8.9%	35.9	3.7	-8.9%	2.2	-4.3%	7.6%	-6.4%	-10.3%
CC(C(=O)Nc1nccs1)N1C(=O)C2CC=CCC2C1=O (stereo not drawn)	1.3%	14.8	2.5	?	2.7	0.5%	-9.0%	-5.5%	-1.1%
CC(C)OC(=O)CSc1nnc2c3ccccc3n(C)c2n1	18.9%	0.0	-2.5	-3.9%	4.1	20.7%	-5.1%	-7.8%	2.4%
S=C(NCc1ccccn1)NN=Cc1ccccn1	?	93.7	4.8	?	7.5	-25.2%	-5.8%	12.7%	0.0%
Cc1ccc(NC(=O)CCCCCC2NC(=O)NC2C)cc1 (stereo not drawn)	-6.3%	-95.3*	2.4	-13.3%	-15.8	2.6%	-5.5%	-0.3%	0.9%
CC(C)CN1CCN(Cc2ccc(C#CC(C)(C)O)cc2)CC1CCO (stereo not drawn)	-4.8%	17.0	0.2	-14.6%	2.7	-5.6%	4.6%	-1.4%	-0.6%
O=C(NC1CCCCCC1)C1CCCN1S(=O)(=O)c1cccc2cccnc12 (stereo not drawn)	2.2%	11.7	-11.8	-1.1%	0.0	0.0%	-1.2%	0.1%	1.6%
CC(=O)Nc1ccc(S(=O)(=O)Nc2cc(C)cn(Cc3ccccc3)c2=O)cc1	-2.0%	-2.0	2.1	-7.2%	10.6	-5.7%	2.0%	-1.8%	-1.0%
Cc1ccc(C(=O)NCC(=O)Nc2ccccc2C(F)(F)F)cc1	4.4%	15.5	4.9	-15.0%	4.3	-2.7%	-1.6%	-130.3%[inhibitor]	14.0%
COc1ccc(-c2nc3ccc(C)cc3c(=O)o2)cc1OC	-0.6%	-17.8	2.3	?	-2.8	5.2%	-9.9%	?	-9.5%
CC1(C)C2CCC1(C)C(OC(=O)C[n+]1ccccc1)C2 (stereo not drawn)	23.3%	21.6	0.1	-2.7%	1.7	5.1%	-1.3%	1.6%	5.8%
Cc1sc2ncnc(NCCN3CCOCC3)c2c1C	-22.5%	3.6	2.2	16.4µM*	?	-17.9%	9.4%	1.1%	-22.7%
O=C1Nc2ccccc2C1=Nc1cccc(Cl)c1	20.2%	0.9	-17.2	27.6%	-12.8	12.2%	16.4%	-3.3%	2.3%
COc1ccc(N2CCN(C(=O)COC(=O)CCc3ccccc3)CC2)cc1	11.4%	30.1	7.2	-2.1%	19.1	-8.6%	2.3%	-20.3%	-3.4%
CCC(=O)N1N=C(c2cccs2)CC1c1ccco1 (stereo not drawn)	5.2%	-12.6	-6.9	0.0%	-9.7	-3.9%	13.8%	8.4%	2.4%
Cn1cc([C@]2(O)C(=O)Nc3ccc(F)cc32)c2ccccc21	0.0%	7.2	5.9	7.7%	8.3	1.7%	nt	nt	21.8%
O=C(CCNC(=O)c1ccc(Br)cc1)NNC(=O)C1COc2ccccc2O1 (stereo not drawn)	17.0%	3.1	2.2	-1.6%	3.0	2.8%	-5.0%	-1.3%	3.2%
CC(=O)Nc1cc(-c2ccc(N3CCN(C)CC3)cc2)cn2c(-c3cccc(C(C)=O)c3)cnc12	-29.1%	-23.2	-19.1	-1.0%	-0.9	-19.4%	-6.6%	nt	0.0%
N#Cc1cc2nc(O)c(O)nc2cc1[N+](=O)[O-]	-1.3%	2.9	-33.0	14.2%	?	-1.0%	-2.0%	8.3%	0.0%
Cc1cc(C)cc(C(=O)Oc2cc(C)[nH]c(=O)c2[N+](=O)[O-])c1	3.1%	2.7	0.2	12.1%	8.3	12.3%	-3.2%	0.3%	0.8%
CCOc1nc(CC)nc(NC(=O)NS(=O)(=O)c2ccccc2Cl)n1	13.3%	26.0	-1.9	2.7%	-13.5	?	-2.5%	-4.1%	-4.3%
O=S(=O)(c1ccc(F)cc1)n1ccc(-c2cccc(OCc3c(F)cccc3Cl)c2)n1	-8.3%	-15.1	0.7	20.6µM*	19.9	-5.9%	-1.9%	-0.1%	?
